# CXCR6 inh: CXCR6 (human) receptor inhibition. AID 602244. inhibition, % at 20 µM. CHO-K1 PathHunter CXCR6 beta-arrestin, luminescence. actives 0.36% (n = 360,000); in the data active = inhibition above about 34%, passing the limit was not always enough;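 note: antagonist mode with CXCL16 agonist at 10 nM final; 0% = 10 nM CXCL16 with DMSO and 100% = unstimulated wells without agonist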
# Target sequence (O00574 whole entry, looked up): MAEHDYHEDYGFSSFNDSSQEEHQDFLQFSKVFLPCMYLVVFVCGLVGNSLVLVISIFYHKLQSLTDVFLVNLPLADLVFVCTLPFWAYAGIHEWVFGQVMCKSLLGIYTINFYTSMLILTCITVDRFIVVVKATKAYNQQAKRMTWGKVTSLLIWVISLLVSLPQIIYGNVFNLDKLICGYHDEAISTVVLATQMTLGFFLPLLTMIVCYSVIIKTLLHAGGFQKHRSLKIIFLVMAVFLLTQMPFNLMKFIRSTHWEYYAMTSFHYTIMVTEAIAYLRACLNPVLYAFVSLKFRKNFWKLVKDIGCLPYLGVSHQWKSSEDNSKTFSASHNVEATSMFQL
# UPR XBP1 act: adaptive UPR (XBP1) activation | CHO-XBP1 luciferase reporter, IRE1-XBP1 UPR activation, luminescence; percent of tunicamycin response, DMSO as zero | activation, % at 20 µM | actives 0.33% (n = 330,000) | AID 463104;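 active = versus positive control, 20 µM dose yields 30% or more activation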;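 note: 100% = tunicamycin at 10 µg/mL and 0% = DMSO only wells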
#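 Material – CHO cell line with stable XBP1 luciferase reporter · Buffer or medium – F12 plus 10% FBS · Compound – single point, 20 µM final compound, 1% DMSO · Schedule – 16-18 h cell attachment at 37 °C, then 6 h compound exposure · Signal – Steady-Glo luminescence read · Benchmarks – high control tunicamycin 10 µg/mL final, low control DMSO vehicle only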
# APJ agonist: activates the human apelin receptor APJ | P35414 | CHO-K1 APJ PathHunter beta-arrestin, luminescence; 0% DMSO wells, 100% apelin | activation, % at 20 µM | actives 0.11% (n = 330,000);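 active = activation more than six SD over the plate average, tested at 20 µM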;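 note: 0% = DMSO alone and 100% = apelin-13 at 10 nM; some results filed as inactive read as strong as hits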
# Target sequence (P35414 whole entry, looked up): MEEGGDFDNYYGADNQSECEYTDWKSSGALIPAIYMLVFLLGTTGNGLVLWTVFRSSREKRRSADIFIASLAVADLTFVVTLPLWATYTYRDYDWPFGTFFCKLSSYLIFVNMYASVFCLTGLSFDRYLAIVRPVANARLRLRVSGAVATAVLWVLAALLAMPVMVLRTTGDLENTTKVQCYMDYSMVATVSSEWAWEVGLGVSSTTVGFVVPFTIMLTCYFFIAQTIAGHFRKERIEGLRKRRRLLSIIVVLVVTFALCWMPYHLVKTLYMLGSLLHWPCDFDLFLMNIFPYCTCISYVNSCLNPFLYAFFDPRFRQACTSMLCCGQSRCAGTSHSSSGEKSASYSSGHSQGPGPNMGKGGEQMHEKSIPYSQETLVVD
#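 Test system: CHO-K1 APJ beta-arrestin complementation cell line | Compound: Single test compound dose, 20 µM final, 1% DMSO | Incubation: Compound 90 min 25 °C, reagent 1 h | Measured by: beta-gal luminescence | Read-out basis: APJ–arrestin association signal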
# tim10-1 inh: tim10-1 yeast growth inhibition. S. cerevisiae tim10-1 ts strain growth, BacTiter-Glo, 24 h. inhibition, % at 20 µM. actives 2.2% (n = 330,000);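 active = inhibition of at least 40%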;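 note: mutant grown at 25 °C; 0% = DMSO wells with yeast and 100% = wells holding no yeast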
# APJ antagonist: APJ receptor antagonism; actives 0.32% (n = 330,000); AID 2521; CHO-K1 APJ beta-arrestin complementation, luminescence; inhibition, % at 20 µM; P35414;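 active = inhibition above about 40% at 20 µM, limit read from the data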;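 note: cells challenged with 10 nM apelin-13 agonist together with compound; plate controls were apelin-13 plus DMSO wells for no effect and DMSO wells lacking apelin-13 for full effect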
# UPR CHOP act: activators of apoptotic arm of unfolded protein response (CHOP); CHO-CHOP luciferase reporter, UPR activation, luminescence; percent of tunicamycin response over DMSO baseline; activation, % at 10 µM; actives 0.34% (n = 330,000);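 active = at 10 µM dose, activation of 40% or more, normalized to positive control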;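 note: 100% = tunicamycin at 10 µg/mL and 0% = DMSO alone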
#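 Material: CHO-CHOP cells, stable luciferase reporter of PERK-eIF2a-CHOP signalling; quantity: 500 reporter cells seeded per well; buffer or medium: F12 medium containing 10% fetal bovine serum; compound: one dose, 10 µM in 0.5% DMSO; incubation: 6 h compound treatment, 37 °C; measured by: Steady-Glo luciferase luminescence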
# Mdm2-MdmX inh: human Mdm2/MdmX binding inhibition. O15151+Q00987. SaOS-2 split-luciferase Mdm2/MdmX complementation, luminescence. inhibition, % at 8 µM. actives 3% (n = 330,000). AID 485346;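 active = inhibition of at least 50% at 8 µM in the primary screen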
# TIM10 inh: inhibits growth of TIM10 yeast strain; S. cerevisiae TIM10 strain growth, BacTiter-Glo luminescence, 24 h; inhibition, % at 10 µM; actives 1.4% (n = 330,000);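 active = inhibition of 40% or more at the single tested concentration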;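 note: wild-type TIM10 isogenic control strain grown at permissive 25 °C; 0% = DMSO yeast wells and 100% = minimal medium wells without yeast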
# tim23-1 inh: growth inhibitors of tim23-1 mutant yeast; S. cerevisiae tim23-1 growth, BacTiter-Glo luminescence, 24 h; actives 1.3% (n = 330,000); inhibition, % at 20 µM;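 active = growth inhibition of the mutant yeast at or above 50%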;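 note: temperature-sensitive mutant grown at 25 °C; plate controls were DMSO-treated mutant yeast for no effect and medium wells lacking yeast for full effect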
# An asterisk follows results filed as active; / = not tested or not shown.
SMILES,CXCR6 inh,UPR XBP1 act,APJ agonist,tim10-1 inh,APJ antagonist,UPR CHOP act,Mdm2-MdmX inh,TIM10 inh,tim23-1 inh
COc1ccc(Nc2nnc(SCC3CCCO3)s2)cc1 (stereo not drawn),7,-1,-5,46*,-8,1.9,-37,11,29
Cc1ccc2c(C)nc(Nc3nc(CSc4nnnn4-c4ccccc4)cc(=O)[nH]3)nc2c1,6,0,-4,24,20,-2.4,89*,9,2
COc1ccc(C2=NS(=O)(=O)N(C)C(C(=O)NC(C)c3ccccc3)=C2)cc1 (stereo not drawn),13,0,2,16,13,0.9,9,-4,17
Cc1ccc(C2CCN(C(=S)NC(C)(C)C)C2)cc1 (stereo not drawn),-5,2,-4,21,6,2.9,-14,26,36
CCOC(=O)c1sc(NC(=O)C2CC(=O)N(c3ccc(OC)cc3)C2)nc1C (stereo not drawn),-2,-1,-3,6,10,-0.1,13,7,13
CCOC(=O)c1c(C)[nH]c(C)c1C(=O)COC(=O)[C@@H]1CCCN1S(=O)(=O)c1ccc(Cl)cc1,-13,-2,-2,17,19,-0.4,24,1,8
O=C(CCN1CCC(c2ccc(Cl)s2)=N1)c1ccc(Cl)s1,6,0,-1,5,7,1.1,20,26,3
O=C1CSCC(=O)N1c1ccccc1,0,-2,-5,1,-6,-1.1,1,3,1
CCOc1ccc(CNC(=O)c2nnc(CS(=O)(=O)c3ccccc3)o2)cc1OC,-7,4,6,10,16,0.7,6,-10,11
Nc1cc(=O)[nH]c(SCC(=O)Nc2cccc(S(=O)(=O)N3CCCCC3)c2)n1,-2,-2,0,-7,14,-0.5,21,12,7
COC(=O)c1c(NC(=O)c2ccc(C)cc2)sc(Cc2ccccc2)c1C,0,-1,-4,22,26,-2.9,19,11,16
CC1Oc2ccccc2N(CC(=O)NCc2cccs2)C1=O (stereo not drawn),4,-3,-1,10,5,-0.4,8,-13,8

# Single values from above.
# tim10-1 inh result of COc1ccc(C2=NS(=O)(=O)N(C)C(C(=O)NC(C)c3ccccc3)=C2)cc1 (stereo not drawn) = 16
# APJ agonist result of Cc1ccc2c(C)nc(Nc3nc(CSc4nnnn4-c4ccccc4)cc(=O)[nH]3)nc2c1 = -4

# Later entries.
SMILES,CXCR6 inh,UPR XBP1 act,APJ agonist,tim10-1 inh,APJ antagonist,UPR CHOP act,Mdm2-MdmX inh,TIM10 inh,tim23-1 inh
Cc1occc1C(=O)Nc1cccc(C(=O)O)c1,0,-1,-3,9,-11,-2.5,-38,-2,5
COc1ccccc1N1CCN(C(=O)c2c(-c3c(Cl)cccc3Cl)noc2C)CC1,-1,-2,-4,25,16,0.8,16,12,18
CN(C)c1ccc(CN(C)C2CCCCC2)cc1,6,-4,0,-11,2,-1.2,13,0,-8
CCN(CC1CCCN(CCc2cccc(OC)c2)C1)C(=O)c1ccc(COC)o1 (stereo not drawn),-2,-2,-1,8,4,0.1,0,0,3
Oc1ccc(Cl)cc1Nc1nc(NCC2CCCO2)c2ccccc2n1 (stereo not drawn),-13,-2,9,-4,-4,2.7,34,0,-10
Cc1c(CCC(=O)N2CCC(C(=O)O)CC2)c(=O)oc2cc3oc4c(c3cc12)CCCC4,-3,-4,-4,4,10,-3.1,-9,10,17
COc1ccc(C(=O)N2CCCC(C(=O)N3CCCCCC3)C2)cc1 (stereo not drawn),3,0,-3,24,17,-0.3,10,5,3
CCC1(COC(=O)Nc2cccc(Cl)c2)COC1,-2,8,1,30,1,2.3,-36,12,12
CCCCCCN(C(=O)CCCN1C(=O)NC(c2ccc([N+](=O)[O-])cc2)C(C(=O)OCc2ccccc2)=C1C)C(C)C(=O)NCCCC (stereo not drawn),7,6,/,9,/,13,40,1,28
COc1ccc(-c2nc3c4ccccc4ccn3c2CN2CCCCC2)cc1OC,-1,0,-7,9,-6,0.9,2,-3,12
Cc1nc(N)sc1C(=O)N/N=C/c1ccccc1[N+](=O)[O-],-7,-2,-1,-28,-3,6.1,-47,-20,-21
CNC(=S)N/N=C/c1ccccc1Cl,7,0,-1,18,4,2.0,3,-5,32
CCCCn1c(N)c(N(CC)C(=O)c2ccc(-c3ccc(Cl)cc3)o2)c(=O)[nH]c1=O,-5,1,-2,-3,5,-0.6,-3,3,7
CC(OC(=O)c1ccco1)C(=O)Nc1ncc(Cl)cc1Cl (stereo not drawn),8,-3,-3,7,6,-1.3,9,4,-2
CCOC(=O)CC1=NC(=O)CS1,2,-4,-2,-2,0,1.6,13,-6,-8
CCCCn1c(N)c(N(CCOC)C(=O)c2cc3c(s2)CCCCC3)c(=O)[nH]c1=O,5,-3,-7,10,19,3.9,26,2,14
COc1ccc(C2CC(c3ccc([N+](=O)[O-])cc3)=NN2C(=O)c2ccccc2)cc1OC (stereo not drawn),-9,-3,0,34,-15,-1.0,17,14,24
COC(=O)C1=C(C)NC2=C(C(=O)C(C(=O)OC)C(c3ccc(OC)cc3)C2)C1c1ccccn1 (stereo not drawn),-10,-3,-1,4,-2,-0.4,11,14,-2
CC(C)NC(=S)NCc1cccs1,6,-5,-3,-8,-1,-1.0,-2,12,7
Cc1ccccc1OCC(=O)NN1Cc2ccccc2C1=N,-3,4,-3,-10,12,1.4,14,-12,-2
Cc1ccccc1NS(=O)(=O)c1cc(C(=O)Nc2ccccc2-c2ccccc2)ccc1Cl,12,0,0,37,7,0.1,3,7,18
CCc1nnc(NC(=O)CSc2ccc(-c3cccs3)nn2)s1,2,-2,-2,6,4,2.0,-6,10,-1
COc1ccc([C@@H]2CC=C(C(=O)O)CN2S(=O)(=O)c2ccc(Cl)cc2)cc1,-12,-2,9,13,5,2.9,-4,10,15
Cc1csc(NC(=O)C(C)N2C(=O)c3ccccc3S2(=O)=O)n1 (stereo not drawn),9,-2,-4,-6,6,1.5,1,3,7
COC(=O)c1ccccc1NC(=O)COc1ccccc1,-2,2,-6,5,2,1.7,-2,-16,12
CCOC(=O)N1CCN(C(=O)c2ccc3c(=O)n4c(nc3c2)CCCCC4)CC1,/,-8,-1,9,17,0.2,14,-17,6
CCOC(=O)c1ccc(N2Cc3ccccc3C2)cc1O,-12,-4,-2,-9,-20,3.9,-53,-4,17
Nc1cc(=O)[nH]c(=O)n1CCc1ccccc1,-4,0,1,5,-6,0.3,-26,15,8
Cc1ccc(-c2cc(C(F)F)n3ncc(C(=O)Nc4c(C)nn(Cc5ccccc5Cl)c4C)c3n2)cc1,14,29,0,30,16,16,78*,30,15
CCC(C)(C)n1nnnc1C(c1cc2ccc(OC)cc2[nH]c1=O)N1CCc2ccccc21 (stereo not drawn),-3,-1,2,35,6,-1.3,8,26,41
COc1ccc(C2CC(c3ccc4ccccc4c3OC(C)=O)=NN2C(C)=O)cc1 (stereo not drawn),3,3,-2,13,-10,4.3,-51,-6,13
Cc1cc(NS(=O)(=O)c2ccccc2)c(C)c(Cl)c1O,-6,2,4,21,-20,-1.7,-7,7,4
O=C(CSc1nnc(-c2c[nH]c3ccccc23)o1)NCC1CCCO1 (stereo not drawn),-3,-1,2,5,6,-0.7,4,1,-2
CC(NC(=O)c1cccc(N2CCCC2=O)c1)c1ccc2c(c1)OCCO2 (stereo not drawn),1,-2,-1,1,-3,-3.5,19,0,10
N#Cc1ccc(CSc2nnc(-c3ccncc3)o2)cc1,6,-1,-3,5,14,-0.3,12,-7,9
CCC(CC)c1nnc(NC(=O)C2CC(=O)N(C3CCCC3)C2)s1 (stereo not drawn),7,-3,1,4,7,0.1,26,0,3
CCOC(=O)c1c(NC(=O)CS(=O)(=O)c2cn(CC)c3ccccc23)sc2c1CCCC2,2,4,-1,10,1,1.9,29,7,20
COc1ccc(C(=O)Nc2nnc(Cc3ccc(OC)c(OC)c3)s2)cc1,0,-1,-2,23,7,0.9,38,6,-13
CN1C(=O)CC(N2CCN(CC(N)=O)CC2)C1=O (stereo not drawn),2,0,-1,7,1,1.8,-4,6,-2
COc1ccc(-c2cc(C)no2)cc1S(=O)(=O)NCCCN1CCN(c2ccccc2)CC1,-4,-4,-1,-20,1,-0.4,30,-7,-13
O=C(O)CCn1cc(/C=C/C(=O)c2ccc(Cl)cc2)c(-c2cccc(Br)c2)n1,28,-4,0,34,15,-1.1,18,29,31
NC(=NC1CCCCC1)NS(=O)(=O)c1ccccc1,-3,-1,0,1,3,0.0,-16,-13,11
CCOc1ccc(-c2cc3cc(OC)c(OC)cc3c(C)n2)cc1,-7,-1,-2,7,13,-0.6,2,14,5
O=C(N/N=C1\SCC(=O)N1CCc1ccccc1)c1cccs1,-4,0,-3,-5,-11,-1.5,15,-12,7
O=C(NCCCNC(=O)c1ccccn1)c1ccc(Cl)cc1,-2,3,-3,-20,-1,2.0,-3,4,-1
Cn1c(=O)c2c(ncn2CC(=O)OCC(=O)Nc2ccccc2Cl)n(C)c1=O,-10,-1,-1,8,33,2.4,14,1,-1
CCn1c(CN2CCCCC2)nc2cc(S(=O)(=O)N3CCCCC3)ccc21,4,-2,-5,18,-9,1.6,12,8,19
Cc1nc(-c2ccc(NC(=O)Cc3ccccc3)cc2)cs1,-3,6,-3,1,13,4.6,-56,6,11

# Entries of single compounds, looked up by structure. Order of screens: CXCR6 inh | UPR XBP1 act | APJ agonist | tim10-1 inh | APJ antagonist | UPR CHOP act | Mdm2-MdmX inh | TIM10 inh | tim23-1 inh
# `O=C(N/N=C1\SCC(=O)N1CCc1ccccc1)c1cccs1` is entered as -4 | 0 | -3 | -5 | -11 | -1.5 | 15 | -12 | 7
# `Cn1c(=O)c2c(ncn2CC(=O)OCC(=O)Nc2ccccc2Cl)n(C)c1=O` is entered as -10 | -1 | -1 | 8 | 33 | 2.4 | 14 | 1 | -1
# `CCOC(=O)c1c(NC(=O)CS(=O)(=O)c2cn(CC)c3ccccc23)sc2c1CCCC2` is entered as 2 | 4 | -1 | 10 | 1 | 1.9 | 29 | 7 | 20

# (cont.)
SMILES,CXCR6 inh,UPR XBP1 act,APJ agonist,tim10-1 inh,APJ antagonist,UPR CHOP act,Mdm2-MdmX inh,TIM10 inh,tim23-1 inh
CCC(=O)Nc1ccc(N2CCN(C(=O)c3ccccc3C)CC2)cc1,-8,-3,-2,6,3,-1.1,1,4,9
NC(=O)C1CCN(CC(O)CSc2ccc(F)cc2)CC1 (stereo not drawn),7,2,-1,1,12,0.4,-5,1,1
CC(=O)Nc1ccc(NC(=O)C(=O)NCC(c2ccco2)N2CCc3ccccc32)cc1 (stereo not drawn),-6,2,-1,8,15,0.4,8,9,16
O=c1nc(C(F)(F)F)nc2ccccn12,-2,-1,0,4,-6,-0.7,12,-6,12
O=C(NC1CCCC1)C(c1ccccc1)N(Cc1cccnc1)C(=O)Cc1cccs1 (stereo not drawn),-1,-1,-1,12,4,-1.1,-29,-15,9
Cc1c(NC(=O)COC(=O)/C=C/c2cccc(Cl)c2)c(=O)n(-c2ccccc2)n1C,4,-3,-5,-8,-2,0.1,8,10,3
COc1ccc(-c2noc(=O)n2Cc2cc(C)ccc2C)cc1,13,-5,-3,5,6,-1.1,48,4,29
Clc1ccc(Oc2nc3c(Cl)cccc3s2)cc1Cl,-6,-2,1,10,-13,5.4,-7,9,12
N#C/C(=C/Nc1ccccc1)c1ccsc1,-1,-1,1,16,8,1.6,-36,15,23

# Screening data: PubChem, Sanford-Burnham Center for Chemical Genomics

# An excerpt; the hit share may differ from the screen's.
